Bioassay records as filed in PubChem BioAssay.
eLon inh = E. coli protease La inhibition. purified E. coli Lon protease, fluorescence polarization. inhibition, % at 7.94 µM. actives 0.42% (n = 360,000). AID 602123; in the data active means inhibition above about 13%, passing the limit was not always enough;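 further: 0% = enzyme with probe and DMSO and 100% = no enzyme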
FAS-TE inh = FAS thioesterase (human) inhibition | inhibition, % at 15 µM | P49327 | AID 602261 | actives 0.67% (n = 360,000) | recombinant FAS-TE, OMFH fluorogenic substrate, fluorescence endpoint;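 active means compounds whose normalised, plate-corrected inhibition of enzyme fluorescence in the single-dose primary screen is 50% or more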;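 further: 0% = DMSO with enzyme and 100% = substrate without enzyme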
PABP1 MLLE inh = inhibitors of microRNA-mediated deadenylation, human PABP1 MLLE binding; GST-MLLE / FITC-PAM2 fluorescence polarization; AID 588489; inhibition, % at 20 µM; actives 0.36% (n = 360,000); in the data active means inhibition above about 35%, passing the limit was not always enough;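 further: plate controls were DMSO wells with GST-MLLE for no effect and wells lacking GST-MLLE protein for full effect; some results filed as inactive read as strong as hits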
Rin1-Abl PPI inh = inhibitors of human Rin1-Abl protein interaction. AID 588664. TR-FRET Rin1/Abl binding, biochemical. P00519+Q13671. inhibition, % at 7.35 µM. actives 0.4% (n = 360,000); in the data active means inhibition above about 5%, passing the limit was not always enough
Target sequence (P00519 whole entry, looked up): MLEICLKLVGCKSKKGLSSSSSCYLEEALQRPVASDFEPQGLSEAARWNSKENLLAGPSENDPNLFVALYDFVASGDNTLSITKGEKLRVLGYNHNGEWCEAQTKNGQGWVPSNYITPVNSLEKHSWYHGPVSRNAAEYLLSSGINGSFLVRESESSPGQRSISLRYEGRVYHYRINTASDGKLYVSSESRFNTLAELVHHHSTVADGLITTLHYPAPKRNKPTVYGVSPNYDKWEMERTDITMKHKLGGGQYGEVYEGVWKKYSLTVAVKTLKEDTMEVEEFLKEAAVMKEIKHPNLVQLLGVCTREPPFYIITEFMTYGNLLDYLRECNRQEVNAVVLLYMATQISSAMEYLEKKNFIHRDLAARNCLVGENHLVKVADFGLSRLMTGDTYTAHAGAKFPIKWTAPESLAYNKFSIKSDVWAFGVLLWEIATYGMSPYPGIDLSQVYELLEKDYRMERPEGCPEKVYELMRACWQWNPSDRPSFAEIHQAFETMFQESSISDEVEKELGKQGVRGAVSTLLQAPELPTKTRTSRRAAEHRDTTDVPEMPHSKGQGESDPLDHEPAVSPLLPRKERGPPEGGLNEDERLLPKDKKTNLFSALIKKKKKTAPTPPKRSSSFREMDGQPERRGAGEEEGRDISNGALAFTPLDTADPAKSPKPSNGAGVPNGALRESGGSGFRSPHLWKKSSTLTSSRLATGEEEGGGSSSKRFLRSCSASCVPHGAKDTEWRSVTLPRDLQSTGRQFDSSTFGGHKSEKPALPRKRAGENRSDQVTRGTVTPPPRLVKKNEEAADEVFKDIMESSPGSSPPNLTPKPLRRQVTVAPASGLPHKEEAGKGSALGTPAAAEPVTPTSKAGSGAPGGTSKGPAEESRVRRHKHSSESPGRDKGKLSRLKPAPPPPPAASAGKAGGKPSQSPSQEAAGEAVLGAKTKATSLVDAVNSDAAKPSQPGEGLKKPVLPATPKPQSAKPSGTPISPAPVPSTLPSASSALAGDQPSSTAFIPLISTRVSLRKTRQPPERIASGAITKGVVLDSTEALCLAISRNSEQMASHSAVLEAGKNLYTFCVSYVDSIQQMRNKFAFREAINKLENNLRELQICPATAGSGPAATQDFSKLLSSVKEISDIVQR
Target sequence (Q13671 whole entry, looked up): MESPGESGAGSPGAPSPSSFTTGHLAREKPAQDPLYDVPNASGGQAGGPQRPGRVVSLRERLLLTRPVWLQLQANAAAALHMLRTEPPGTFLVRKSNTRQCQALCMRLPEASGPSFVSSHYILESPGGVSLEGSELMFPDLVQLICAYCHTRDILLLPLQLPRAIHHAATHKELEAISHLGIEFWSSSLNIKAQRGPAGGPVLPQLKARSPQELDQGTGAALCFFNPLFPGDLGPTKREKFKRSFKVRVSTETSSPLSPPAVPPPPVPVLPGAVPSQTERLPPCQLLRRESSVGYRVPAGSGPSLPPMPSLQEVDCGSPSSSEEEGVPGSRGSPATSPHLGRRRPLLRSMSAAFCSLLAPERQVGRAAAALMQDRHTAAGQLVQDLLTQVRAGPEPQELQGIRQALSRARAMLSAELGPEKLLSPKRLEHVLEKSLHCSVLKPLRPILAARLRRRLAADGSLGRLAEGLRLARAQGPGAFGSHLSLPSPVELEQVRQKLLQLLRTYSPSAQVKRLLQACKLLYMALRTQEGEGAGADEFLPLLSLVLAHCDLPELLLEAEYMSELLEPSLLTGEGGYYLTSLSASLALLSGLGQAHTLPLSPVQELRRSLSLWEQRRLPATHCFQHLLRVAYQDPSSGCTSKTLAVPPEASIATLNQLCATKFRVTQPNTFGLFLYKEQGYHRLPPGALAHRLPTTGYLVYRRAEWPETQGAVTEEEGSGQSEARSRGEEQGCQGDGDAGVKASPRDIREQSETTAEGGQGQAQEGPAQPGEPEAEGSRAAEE
MsrA act = activators of bovine methionine sulfoxide reductase A. purified bovine MsrA, absorbance read-out. activation, % at 10.6 µM. actives 0.3% (n = 360,000); in the data active means activation above about 7.5%;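 further: 0% = vehicle and 100% = reference activator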
MsrA inhibitor = inhibitors of bovine MsrA | purified bovine MsrA, absorbance read-out | inhibition, % at 15.5 µM | actives 0.75% (n = 360,000); in the data active means inhibition above about 4.5%;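 further: 0% = vehicle wells with enzyme and 100% = reference inhibitor wells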
CSN deneddyl inh = CSN deneddylation inhibition | actives 0.38% (n = 360,000) | AID 651999 | Q92905 | inhibition, % at 12.5 µM | Purified CSN, SCF-Nedd8-OG deneddylation, fluorescence polarization;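 active means pattern-corrected inhibition above about 35%, with an unprinted fluorescence ratio check between 0.5 and 1.5, limit read from the data, passing the limit was not always enough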;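 further: 0% = enzyme with substrate and 100% = substrate without enzyme; some results filed as inactive read as strong as hits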
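Detection – fluorescence polarization · System – HEK293T-derived human Csn5 enzyme · Controls – substrate-only high control, full reaction low control · Timing – 90 min, room temperature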
Tb MetRS inh = blocks T. brucei methionyl-tRNA synthetase activity. purified T. brucei MetRS, ATP depletion, Kinase-Glo luminescence. inhibition, % at 11.9 µM. actives 0.4% (n = 360,000);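 active means inhibition above a per-plate cutoff of the control wells' mean inhibition plus 3 SD, cut at about 5.5% in these data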;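 further: 0% = DMSO wells median and 100% = median of wells with control inhibitor compound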
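technique = Kinase-Glo luminescence, ATP depletion format | system = purified MetRS (methionyl-tRNA synthetase) enzyme from Trypanosoma brucei | timing = 15 min preincubation, 2 h reaction, all 25 °C | evaluation = percent inhibition versus plate control medians | dosing = single dose, 11.9 µM final nominal, 0.9% final DMSO | also added = substrates ATP, L-methionine and bulk Escherichia coli tRNA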
Neddylation inh = inhibitors of human cullin neddylation; AID 651699; TR-FRET cullin neddylation, biochemical; calls only at 25 µM; P61081+Q13564; actives 0.58% (n = 360,000); in the data active means inhibition above about 36%
Numbers without * were called inactive; i = inactive; · = no result given. No enrichment for hits; 4% or so of the library scored in one or more.

SMILES | eLon inh | FAS-TE inh | PABP1 MLLE inh | Rin1-Abl PPI inh | MsrA act | MsrA inhibitor | CSN deneddyl inh | Tb MetRS inh | Neddylation inh
O=S(=O)(N/N=C1\CC(c2ccccc2)Oc2ccccc21)c1ccccc1 (stereo not drawn) | -2 | 13 | -4 | 3 | -14 | 0.6 | -7 | -1.4 | i
CCOc1ccc(C(=O)CN2CCN(S(=O)(=O)c3ccc(F)cc3)CC2)cc1 | 4 | -1 | 12 | 0 | -4 | -1.1 | -9 | -1.8 | i
COC(=O)c1cc(OC)c(OC)cc1NC(=S)Nc1cccc(C(C)=O)c1 | -9 | -7 | 2 | 0 | -5 | 0.5 | 0 | 0.0 | i
COc1ccc(N2CSC3=C(C#N)C(c4cc(OC)ccc4OC)CC(=O)N3C2)c(OC)c1 (stereo not drawn) | -16 | -8 | -68 | -2 | -2 | · | 8 | 0.6 | i
C/C(=N\Nc1ccc([N+](=O)[O-])cc1)c1ccc2c(c1)OCO2 | -19 | -6 | -101 | -1 | -8 | -0.5 | 9 | -0.9 | i
COC(=O)c1ccc(COC(=O)CCC(=O)c2cccs2)cc1 | 0 | 23 | 5 | 1 | -1 | -0.3 | -4 | -0.1 | i
CC1CC(C)(C)NC(=S)N1CC(=O)NCc1ccc(F)cc1 (stereo not drawn) | 4 | -8 | -112 | -6 | -2 | 0.6 | 1 | -0.7 | i
O=C1CC(c2ccsc2)Sc2ccccc2N1 (stereo not drawn) | -2 | -1 | 4 | -1 | 0 | 0.3 | 3 | -1.0 | i
CCCCN(Cc1cc2ccccc2[nH]c1=O)C(=O)c1ccccn1 | 6 | -7 | -6 | 3 | -1 | 2.0 | 0 | -0.4 | i
CCC1CCCCN1C(=O)CSc1nc2c(c(=O)n1C)SC(C)C2 (stereo not drawn) | -3 | 0 | 13 | 0 | -5 | 1.2 | -2 | -0.5 | i
COc1ccccc1C1(CC(=O)N2CCOCC2)CCOC(C(C)C)C1 (stereo not drawn) | 6 | 0 | -9 | -4 | -2 | -0.7 | 2 | -0.9 | i
COc1ccc(/C=C(/C#N)C(=O)Nc2cccc([N+](=O)[O-])c2)cc1C(=O)O | -8 | 0 | -7 | 5 | -9 | 0.9 | -3 | -0.4 | i
COc1cc2cnc(-c3ccccc3)c(-c3ccc([N+](=O)[O-])cc3)c2cc1OC | 4 | 19 | -14 | -4 | -1 | -0.3 | -6 | -0.4 | i
O=C(O)C1=C(OCc2ccc(F)c(F)c2)C(=O)NCC1 | 3 | -3 | 16 | 0 | -2 | 1.1 | -4 | -0.3 | i
O=[N+]([O-])c1cccc(S(=O)(=O)Nc2ccccn2)c1 | 1 | -7 | -16 | -1 | -1 | 1.3 | -1 | -0.3 | i
O=C(c1ccc(Cl)cc1)N1CCN(c2ccnc3cc(Cl)ccc23)CC1 | 0 | 17 | -5 | -4 | -4 | 0.8 | 4 | 0.2 | i
COc1ccc(C(=O)C2CCCN(Cc3cnc(N4CCCC4)s3)C2)cc1OC (stereo not drawn) | -12 | -2 | 3 | 3 | 2 | 1.4 | 1 | -0.6 | i
CSc1nnc(-c2ccc(C(F)(F)F)cn2)o1 | 9 | -6 | 11 | -1 | 1 | 0.5 | 2 | -0.4 | i
CN(C)S(=O)(=O)c1cccc(NC(=O)CSc2nc3ccccc3[nH]2)c1 | -3 | -3 | -36 | 5 | -5 | 1.1 | -8 | 6.2* | i
CN(C)c1ccc(C(C[N+](=O)[O-])c2c(N)n(C)c(=O)n(C)c2=O)c(F)c1C#N (stereo not drawn) | -1 | -5 | -2 | 5 | -3 | 1.7 | 0 | -1.2 | i
COc1cc(C(=O)OCC(=O)N2CCC(Cc3ccccc3)CC2)cc(OC)c1OC | -5 | 6 | -69 | 1 | -2 | 0.4 | -1 | -0.2 | i
Cc1cc(=O)oc2c1c(C)nn2-c1nn[nH]n1 | 2 | -8 | -117 | -3 | -2 | -0.3 | 2 | -0.1 | i
CC12CN3CC(C)(CN(C1)C3c1ccc3c(c1)OCO3)C2O (stereo not drawn) | 0 | -5 | 5 | 2 | 2 | 0.6 | -2 | -0.2 | i
O=C(NCc1cccs1)c1ccc(CS(=O)Cc2cccc(Cl)c2)o1 (stereo not drawn) | 4 | -2 | -3 | 3 | -1 | -0.6 | -2 | -0.1 | i
Cc1ccc(C(=O)OCC(=O)N2CCc3ccccc32)cc1 | -8 | -3 | 4 | 3 | -4 | -1.0 | 1 | -0.3 | i

Next section; the last two above are carried over.
SMILES | eLon inh | FAS-TE inh | PABP1 MLLE inh | Rin1-Abl PPI inh | MsrA act | MsrA inhibitor | CSN deneddyl inh | Tb MetRS inh | Neddylation inh
O=C(NCc1cccs1)c1ccc(CS(=O)Cc2cccc(Cl)c2)o1 (stereo not drawn) | 4 | -2 | -3 | 3 | -1 | -0.6 | -2 | -0.1 | i
Cc1ccc(C(=O)OCC(=O)N2CCc3ccccc32)cc1 | -8 | -3 | 4 | 3 | -4 | -1.0 | 1 | -0.3 | i
CC(C)=CCCC(C)CN(C)CCc1ccccn1 (stereo not drawn) | 4 | -4 | -2 | -3 | -5 | -0.2 | 3 | -0.8 | i
CCCCOc1cccc(C(=O)Nc2ccc(NC(=O)c3ccco3)cc2)c1 | -1 | 0 | -6 | 2 | -1 | -0.6 | 1 | -0.3 | ·
N#Cc1cccc(CN2CCC(=O)N(CCO)CC2)c1 | -4 | -10 | 9 | -2 | -4 | -0.7 | 2 | -0.3 | i
Cc1ccc(N2C(=O)C(c3c(C)[nH]n(-c4ccccc4)c3=O)(C(F)(F)F)C3=C2CC(C)(C)CC3=O)cc1 (stereo not drawn) | 1 | -2 | -8 | -1 | -4 | -0.7 | 0 | -0.6 | i
COc1cc(CN2CCCC(N3CCN(c4ccc(F)cc4)CC3)C2)ccc1F (stereo not drawn) | -9 | 1 | -1 | 1 | 1 | -0.9 | 2 | -0.1 | i
CC(C)[C@@H](NC(=O)OC(C)(C)C)c1cc(C(=O)c2c(-c3ccccc3)[nH]c3ccccc23)c(N)s1 | · | · | · | · | · | 2.4 | 2 | -0.6 | i
O=C(NCCc1nnc2ccc(SCC(=O)N3CCCC3)nn12)c1ccccc1 | 2 | -4 | 6 | 0 | -5 | -0.7 | -2 | -0.4 | i
O=C(NCC1CCCO1)C(c1cccs1)N(Cc1cccs1)C(=O)c1ccc(-c2ccccc2)[nH]1 (stereo not drawn) | 8 | 20 | 1 | -1 | -2 | 1.6 | -10 | -0.8 | i
Cc1ccc(S(=O)(=O)Nc2ccncc2)c(C)c1N(C)S(=O)(=O)c1ccc(Cl)cc1 | -6 | -10 | 7 | 0 | -9 | 1.2 | -12 | -1.1 | i
COc1ccc(S(=O)(=O)N2CCCC(C(=O)NCc3cccnc3)C2)cc1C (stereo not drawn) | 5 | -6 | 11 | -1 | -1 | 0.6 | -1 | -0.3 | i
COc1cccc(-c2coc3c(C)c4oc(=O)c(CC(=O)O)c(C)c4cc23)c1 | -3 | 4 | -9 | -5 | -2 | -0.6 | 4 | -0.6 | i
CN(/N=C\c1ccc(O)c(O)c1)c1nc(-c2ccccc2)cc(-c2ccccc2)n1 | 5 | 21 | -6 | 1 | -6 | 1.7 | 1 | 0.3 | i
COc1ccc(CCN(C)Cc2c(O)ccc3cc(Br)ccc23)cc1OC | -3 | 5 | 22 | -4 | -3 | 0.6 | 5 | -0.4 | i
CC(=O)c1cccc(NC(=O)c2ccc(N(Cc3ccccc3C)S(C)(=O)=O)cc2)c1 | 0 | 22 | 20 | -2 | -2 | 2.1 | -5 | 0.0 | i
Cn1cc(Cl)c(C(=O)OCC(=O)Nc2ccccc2)n1 | 2 | -7 | 9 | -1 | -13 | 0.5 | -2 | 0.1 | i
CCc1cccc(NC(=O)CN(C)S(=O)(=O)c2cccc3nsnc23)c1 | 11 | 3 | 11 | -5 | -2 | 0.7 | 2 | 2.5 | i
Cc1nnc(NC(=O)c2oc3c(ccc4ccccc43)c2C)s1 | -1 | -13 | -4 | -4 | -12 | -0.6 | 3 | -1.3 | i
O=C(CCn1c(=O)c2cccn2c2ccc(F)cc21)NCCc1ccccc1 | 8 | 30 | 10 | 1 | -5 | -0.1 | 4 | -0.8 | i
Cc1nn2c(nc(N3CCOCC3)c3ccccc32)c1C=C(C#N)C#N | -1 | 17 | -1 | 2 | -11 | 2.6 | 3 | -0.7 | ·
CCC1CCCCN1CCCNC(=O)Cn1c(=O)c2cccn2c2cccnc21 (stereo not drawn) | -1 | -2 | -7 | 3 | -2 | 0.8 | 4 | -0.7 | i
CCCn1c(N)c(C(=O)CN2CCc3ccccc3C2)c(=O)n(C)c1=O | 9 | -3 | 12 | -4 | -2 | -0.9 | 5 | 0.0 | i
O=C1NC[C@@H](CCCCN2CCN(CCc3ccc(O)cc3)C(=O)C2=O)N(Cc2ccccc2)C1=O | 1 | -6 | · | · | 0 | -0.1 | -4 | -0.2 | i
CCCCOC(=O)CSc1nc2ccccc2o1 | 12 | 10 | 8 | -2 | -3 | -0.3 | -4 | 4.0 | i
O=C(CCC1CCCCC1)NCCS(=O)(=O)N1CCN(c2ccc(F)cc2)CC1 | 2 | 0 | -8 | -6 | 0 | 0.4 | 1 | -0.2 | i
Cc1c(CCO)c(=O)n2n1CCCC2 | 11 | -6 | 24 | 2 | -2 | 0.3 | 2 | -0.2 | i
The list goes on.
SMILES | eLon inh | FAS-TE inh | PABP1 MLLE inh | Rin1-Abl PPI inh | MsrA act | MsrA inhibitor | CSN deneddyl inh | Tb MetRS inh | Neddylation inh
CCCC(=O)N(CCN1CCOCC1)c1nc2c(OCC)cccc2s1 | 8 | -4 | 2 | 5 | -3 | · | 0 | -0.3 | i
CCc1nc2ccccc2c(C(=O)Nc2ccc(C)cc2)c1C | -10 | -5 | -8 | -3 | -1 | -1.6 | -3 | -0.7 | i
CC(=O)c1ccc(N2CCN(c3ccnc4cc(Cl)ccc34)CC2)cc1 | -10 | 24 | 3 | 0 | -1 | -0.5 | 5 | -0.4 | i
CCOC(=O)c1c(CC(C)C)csc1/N=C/C1=C(O)CCCC1=O | -204 | 8 | -42 | -3 | -2 | 0.9 | 6 | -0.2 | i
CC(C)(C)CC(=O)Nc1cc2c3c(c1)CCN3C(=O)CC2 | 1 | -10 | 7 | 2 | -1 | 0.3 | 0 | -0.1 | i
Cc1cnc(CN2CCc3c([nH]c4ccccc34)C2C2CCCCC2)[nH]1 (stereo not drawn) | -10 | -3 | 4 | 0 | -3 | 2.0 | -10 | 0.1 | i
CC1(C)CC(=O)C2=C(C1)c1c(ccc3ccccc13)NC2c1ccc(C(=O)O)cc1 (stereo not drawn) | -1 | -2 | 12 | 0 | -5 | 2.3 | 6 | -0.7 | ·
O=S(=O)(c1ccc(S(=O)(=O)N(Cc2ccccc2)Cc2ccco2)cc1)N1CCCC1 | 10 | -7 | -8 | 1 | -7 | -0.7 | -5 | -1.2 | i
CCC(C)c1ccccc1NC(=S)NC(=O)c1ccco1 (stereo not drawn) | 7 | 14 | 29 | -3 | -2 | -0.9 | 2 | 0.1 | i
CCCc1nc(N2CCOCC2)c(C#N)c2c1CCCC2 | 4 | 1 | 12 | 2 | -11 | 0.2 | -2 | -1.9 | i
COC(=O)c1cn[nH]c1NC(=S)Nc1ccc(C)cc1Cl | -7 | -161 | 21 | 1 | -2 | -1.1 | -2 | -0.2 | i

2 compounds from above with just Neddylation inh and MsrA inhibitor:
mol | Neddylation inh | MsrA inhibitor
CCCc1nc(N2CCOCC2)c(C#N)c2c1CCCC2 | i | 0.2
CCc1nc2ccccc2c(C(=O)Nc2ccc(C)cc2)c1C | i | -1.6
